Cav3 T inh = Cav3.2 calcium influx blockers – cell-based, Fluo-4 calcium fluorescence, FDSS, MLSMR library, primary screen | 4% of 100,000 active | Cav3.2-expressing cells; active compounds read low | B-score at 10 µM | Voltage-dependent T-type calcium channel subunit alpha-1H (Homo sapiens), O95180;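 active means single-dose well whose peak fluorescence ratio is a statistical outlier from its plate by either plate-standardised score or position-corrected B-score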
Active calls of the source: *.

SMILES | Cav3 T inh
CC1CC2(O)c3no[n+]([O-])c3CCC2N1O (stereo not given) | 1.5
CCN(CC)CCCN=C(C)c1c(O)n(C2CCCCC2)c(=O)[nH]c1=O | -1.3
COC(=O)C1=C(c2ccc(S(C)(=O)=O)cc2)C[C@@H]2CC[C@H]1N2C(=O)NC1CC1 | -0.71
O=C(Nc1ccc(C(F)(F)F)cc1)c1cccn(Cc2ccc3c(c2)OC(F)(F)O3)c1=O | -1.6
CC(NC1CCCCC1)C(O)C12CC3CC(CC(C3)C1)C2 (stereo not given) | 0.55
CCCNc1oc(-c2cccc3ccccc23)nc1C#N | 0.51
O=P(Nc1ccccc1)(Nc1ccccc1)Oc1cccc(Cl)c1 | -7.1*
O=C(O)Cn1cc(C(=O)c2ccccc2)c2ccccc21 | -0.03
Cc1ccc2c(c1)C1CN(C)CCC1N2C(=O)Nc1cccc(C(F)(F)F)c1 (stereo not given) | -0.11
C=C(CO)CC1CC(O)[C@]2(C)OC3CC4OC5C[C@]6(C)O[C@]7(C)CCC8OC9C[C@]%10(C)OC%11C(C)=CC(=O)OC%11CC%10OC9C[C@@H](C)C8OC7CC6O[C@]5(C)C/C=C\C4OC3CC2O1 (stereo not given in full) | -0.63

In the list so far, three have a halogen:
SMILES | Cav3 T inh
O=C(Nc1ccc(C(F)(F)F)cc1)c1cccn(Cc2ccc3c(c2)OC(F)(F)O3)c1=O | -1.6
O=P(Nc1ccccc1)(Nc1ccccc1)Oc1cccc(Cl)c1 | -7.1*
Cc1ccc2c(c1)C1CN(C)CCC1N2C(=O)Nc1cccc(C(F)(F)F)c1 (stereo not given) | -0.11

The listing continues.
SMILES | Cav3 T inh
O=C(c1cc2c(s1)CCCCCC2)N1CCC2(CC1)OCCO2 | -1.1
Cc1ccc(N2C(=O)NC(=O)C3(Cc4ccccc4N4CCN(c5ccccc5)CC43)C2=O)cc1 (stereo not given) | -6.8*
COc1cc2c(cc1O)CC1c3c(cc(O)c(OC)c3-2)CCN1C (stereo not given) | 0.22
CC(C)[C@H]1C(=O)N2CCC[C@H]2[C@]2(O)O[C@](NC(=O)[C@@H]3C=C4c5cccc6[nH]cc(c56)C[C@H]4N(C)C3)(C(C)C)C(=O)N12 | -1
CCN(CC)CCCN=Cc1c(O)n(CCc2ccc(F)cc2)c(=O)[nH]c1=O | 0.39
COc1ccc(CN2CCN(c3ccccc3F)CC2)cc1O | -0.24
C=CCn1c(O)c(C(C)=Nc2ccc(C(=O)OCC)cc2)c(=O)[nH]c1=O | -0.0018
Cc1cc(C)n2nc(C)[n+](C)c2n1 | 0.21
CN(C)CC1CSCCC1(O)c1ccccc1Cl (stereo not given) | 0.37
CCOC(=O)c1cc(C(O)(C(=O)OC)C(F)(F)F)c(/N=C/N(C)C)o1 (stereo not given) | 0.17
CCN(CC)C(=O)c1ccc(NC(=O)c2cccc(F)c2)cc1 | -0.16
CCCCN1C(=O)/C(=C\c2ccco2)C(=O)N(CCc2ccccc2)C1=O | -0.2
CC(NCc1ccccc1Cl)C(O)c1ccccc1 (stereo not given) | -0.12
CC1=NCCc2c1[nH]c1ccccc21 | 0.1
O=c1[nH]c(=O)n(CCC2=CCCCC2)c(O)c1C=NCCCn1ccnc1 | 1.3
OC1(CN2CCOCC2)C2CC3CC(C2)CC1C3 (stereo not given) | -0.44
CC(=O)OC1N=C(c2ccccc2)c2cc(Br)ccc2NC1=O (stereo not given) | -1.7
COC(=O)C1=C(c2cccc(OC)c2OC)C[C@@H]2CC[C@H]1N2C(=O)NCc1ccccc1 | 0.18
CC(C)CCC1(CCc2ccncc2)C(=O)NC(=O)NC1=O | 0.47
Brc1ccccc1 | -0.016
CN(C)c1ccc(P(=S)(N(C)C)N(C)C)cc1 | -1.3
COCCOC(=O)c1c(C)n(C)c2ccc(OC(=O)N(C)C)cc12 | 2.1
O=C(c1cccn2c(=O)c3ccccc3nc12)N1CCC2(CC1)OCCO2 | 2.4
OC(Cn1c2ccccc2c2ccccc21)C[n+]1cccc2ccccc21 (stereo not given) | -4
COc1ccc2c(c1O)-c1cccc3c1[C@@H](C2)N(C)CC3 | -2.6
CCOc1ccc(C2C(C#N)=C(N)Oc3c2c(=O)oc2ccccc32)cc1 (stereo not given) | 0.036
C[C@H]1CCCC(=O)CCCCCc2cc(O)cc(O)c2C(=O)O1 | -0.8
Cc1ccc(CS(=O)(=O)CCC(=O)N2CCC3(CC2)OCCO3)cc1 | 0.18
O=C1C2CCCN2C(c2ccc(Cl)c(Cl)c2)N1c1ccccn1 (stereo not given) | -1.4
CCC/C=C(\CCC)C(NP(=O)(c1ccccc1)c1ccccc1)c1ccccc1 (stereo not given) | -1.9
CCOC(=O)c1c(C)n(CCOC)c2ccc(O)cc12 | 1.2

Shown with tabs: part of the list above.
compound	Cav3 T inh
COCCOC(=O)c1c(C)n(C)c2ccc(OC(=O)N(C)C)cc12	2.1
O=C(c1cccn2c(=O)c3ccccc3nc12)N1CCC2(CC1)OCCO2	2.4
OC(Cn1c2ccccc2c2ccccc21)C[n+]1cccc2ccccc21 (stereo not given)	-4
COc1ccc2c(c1O)-c1cccc3c1[C@@H](C2)N(C)CC3	-2.6
CCOc1ccc(C2C(C#N)=C(N)Oc3c2c(=O)oc2ccccc32)cc1 (stereo not given)	0.036
C[C@H]1CCCC(=O)CCCCCc2cc(O)cc(O)c2C(=O)O1	-0.8

Taken from the listing for reference:
SMILES | Cav3 T inh
C[C@H]1CCCC(=O)CCCCCc2cc(O)cc(O)c2C(=O)O1 | -0.8
Cc1ccc(CS(=O)(=O)CCC(=O)N2CCC3(CC2)OCCO3)cc1 | 0.18
O=C1C2CCCN2C(c2ccc(Cl)c(Cl)c2)N1c1ccccn1 (stereo not given) | -1.4
CCC/C=C(\CCC)C(NP(=O)(c1ccccc1)c1ccccc1)c1ccccc1 (stereo not given) | -1.9
CCOC(=O)c1c(C)n(CCOC)c2ccc(O)cc12 | 1.2

Bioassay records as filed in PubChem.

This is a subset; the hit share may differ from the screen's.
